CR mimetic SO: caloric restriction mimetics inhibiting age-related superoxide in yeast; S. cerevisiae aged cells, superoxide DHE fluorescence; active compounds read low; 330,000 compounds, 0.18% hits; superoxide response (% of plate mean), % at 10 µM;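 active = superoxide response under a set limit, about three screen SD below normal, cut at about 65% in these data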;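 also: yeast aged for seven days with compound at 30 °C before DHE staining; 100% = average MFI of all compound-treated wells on the plate with controls excluded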
LAP4-GFP MLPCN: yeast TOR pathway LAP4-GFP modulation | S. cerevisiae LAP4-GFP multiplex, flow cytometry GFP, 3 h; median GFP as percent of DMSO wells | GFP response vs DMSO, % at 10 µM | 320,000 compounds, 0.34% hits | AID 2023;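 active = GFP response vs DMSO above a set limit, about the screen mean plus 3 SD, cut at about 150% in these data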
GRK2 inh: inhibitors of human GRK2 displacing RNA aptamer; inhibition of aptamer binding, % at 10 µM; P25098; bead flow cytometry, FAM-aptamer displacement from GRK2; 330,000 compounds, 0.59% hits;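 active = inhibition of aptamer binding above 40%, roughly 3 SD of noise, on plates passing a quality check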;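 also: median bead fluorescence of bound FAM aptamer so fluorescent compounds give negative values; no value below 0 was filed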
Target sequence (P25098 whole entry, looked up): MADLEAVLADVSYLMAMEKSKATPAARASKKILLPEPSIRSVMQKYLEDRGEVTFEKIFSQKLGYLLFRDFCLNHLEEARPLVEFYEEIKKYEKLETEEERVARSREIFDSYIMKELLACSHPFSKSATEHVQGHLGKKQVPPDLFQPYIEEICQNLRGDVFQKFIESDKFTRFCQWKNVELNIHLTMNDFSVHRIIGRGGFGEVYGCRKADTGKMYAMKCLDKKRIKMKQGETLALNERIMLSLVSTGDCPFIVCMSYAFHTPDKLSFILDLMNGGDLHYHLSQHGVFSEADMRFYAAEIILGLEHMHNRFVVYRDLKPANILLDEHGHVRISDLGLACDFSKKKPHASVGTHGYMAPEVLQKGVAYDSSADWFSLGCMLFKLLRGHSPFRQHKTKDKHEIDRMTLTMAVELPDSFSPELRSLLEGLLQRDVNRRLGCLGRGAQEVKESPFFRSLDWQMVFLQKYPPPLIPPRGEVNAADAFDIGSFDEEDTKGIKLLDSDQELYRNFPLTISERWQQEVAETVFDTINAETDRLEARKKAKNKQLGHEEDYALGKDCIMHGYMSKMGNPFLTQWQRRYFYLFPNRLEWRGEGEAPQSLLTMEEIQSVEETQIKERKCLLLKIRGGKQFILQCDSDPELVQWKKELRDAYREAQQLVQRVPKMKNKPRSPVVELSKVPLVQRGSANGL
MEP2 TOR yeast: yeast TOR pathway MEP2-GFP modulation | AID 2016 | 330,000 compounds, 0.51% hits | GFP response vs DMSO, % at 10 µM | S. cerevisiae MEP2-GFP strain, flow cytometry GFP, 3 h; 100% = DMSO control level;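 active = GFP response versus DMSO above a set limit, roughly screen mean plus 3 SD, cut at about 180% in these data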;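 also: median GFP fluorescence of the barcode-gated MEP2-GFP cells per well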
CIT2 TOR yeast: alters CIT2-GFP fluorescence in TOR pathway yeast screen; AID 2029; S. cerevisiae CIT2-GFP strain, flow cytometry, 3 h; 100 means same as DMSO wells; 320,000 compounds, 0.065% hits; GFP response vs DMSO, % at 10 µM;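 active = GFP response relative to DMSO above a set limit, near the screen mean plus 3 SD, cut at about 150% in these data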;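 also: ratio of well median GFP fluorescence to mean of DMSO wells on the plate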
RPL19A-GFP yeast: alters RPL19A-GFP fluorescence in TOR pathway yeast screen | S. cerevisiae RPL19A-GFP strain, flow cytometry, 3 h; active compounds read low | percent response vs DMSO, % at 10 µM | 330,000 compounds, 0.3% hits | AID 2025;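 active = percent response vs DMSO below 50%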;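 also: median channel GFP fluorescence of the barcoded RPL19A-GFP strain; ratio of sample median GFP to plate DMSO average so 100% = DMSO; lower means less RPL19A-GFP as with rapamycin TOR inhibition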
AGP1-GFP MLPCN: alters AGP1-GFP fluorescence in TOR pathway yeast screen; 320,000 compounds, 0.02% hits; S. cerevisiae AGP1-GFP multiplex flow cytometry, 3 h; GFP as percent of DMSO wells; GFP response vs DMSO, % at 10 µM;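 active = GFP response relative to DMSO above a set limit, near screen average plus 3 SD, cut at about 150% in these data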;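 also: median GFP channel fluorescence of the gated AGP1 strain per well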
VLA-4 inh: inhibition in a human VLA-4 binding assay; P13612; VLA-4 expressing cells, ligand binding flow cytometry; inhibition, % (about 7 µM as worked out from the volumes in the protocol); 330,000 compounds, 0.2% hits; AID 2557; in the data active = inhibition above about 50%
Active calls of the source: *; nt = no result given.

SMILES	CR mimetic SO	LAP4-GFP MLPCN	GRK2 inh	MEP2 TOR yeast	CIT2 TOR yeast	RPL19A-GFP yeast	AGP1-GFP MLPCN	VLA-4 inh
Cc1ccc(NS(=O)(=O)c2ccc(-c3ccc(=O)[nH]n3)o2)cc1Cl	109	89	0	99	104	100	99	28
COc1ccc(Cl)cc1NC(=O)CCN1CCN(Cc2ccccc2)CC1	98	96	1	104	103	104	101	5
COC(=O)CNC(=O)C1CCCN1C(=O)OC(C)(C)C (stereo not drawn)	101	91	0	94	88	88	92	-4
Cc1c(C)c2ccc(OCC(=O)N(C)C3CCS(=O)(=O)C3)c(C)c2oc1=O (stereo not drawn)	98	82	0	88	92	89	88	-14
O=C(NCc1cn(-c2ccccc2)nc1-c1ccc(F)cc1)c1cccc([N+](=O)[O-])c1	102	111	0	116	103	114	105	0
CN1CC(=O)N(CC(=O)NCc2ccc(F)cc2)c2ccccc2C1=O	96	92	4	91	92	94	95	18
COC(=O)c1ccsc1NS(=O)(=O)c1ccccc1	107	102	2	95	91	99	88	-14
O=C(Nc1ccccn1)c1cc(-c2ccc(Cl)s2)nc2ccccc12	110	136	10	138	100	112	109	-4
Cc1ccccc1Cn1c(=O)n(CC2CCC(C(=O)NCCc3ccccc3)CC2)c(=O)c2ccccc21 (stereo not drawn)	92	88	1	88	99	92	95	-8
CCc1ccc(OCC(=O)NCCOc2ccccc2)cc1	84	123	0	107	98	105	103	16
O=S(=O)(Nc1ccc(O)c(Sc2nc3ccccc3s2)c1)c1cccc2ccccc12	111	91	3	96	86	102	98	4
Cc1nnc(NC(=O)c2ccc(S(=O)(=O)N3CCCCCC3)cc2)o1	100	108	3	105	110	104	105	-3
CCOc1ccccc1N(C)C(=O)c1nn(-c2ccc(OC)cc2OC)c(=O)c2ccccc12	104	101	0	110	107	116	108	1
CC(C)c1ccc(N(CC(=O)NCc2ccco2)C(=O)CCC(=O)Nc2ccccn2)cc1	106	87	0	111	88	98	97	-3
Cc1c(C(=O)Nc2nnc(C(F)(F)F)s2)oc2ccccc12	109	87	4	95	99	96	93	-14
Cc1ccc(O)c(C2=NOC(O)(C(F)(F)C(F)F)C2)c1 (stereo not drawn)	95	95	0	108	103	101	101	21
Fc1cc(F)nc(NCc2ccccc2)n1	93	82	0	98	85	99	90	6
O=S(=O)(c1ccc(Cl)c(NC(=S)N/N=C/c2c(F)cccc2F)c1)N1CCOCC1	133	96	1	113	105	108	105	-4
CCC(=O)NCCc1nc2cc(NC(=O)c3ccccc3OC)ccc2n1C	104	96	0	103	100	95	101	-8
CN=C(Nc1cc(C)nn1-c1ccccc1)c1ccccc1F	89	97	0	105	98	97	98	-3
CC1CCCCN1C(=O)COc1ccc2ccc(=O)oc2c1 (stereo not drawn)	110	99	0	109	103	102	102	6
COc1ccc(CN(Cc2cc3cc(C)ccc3[nH]c2=O)C(=O)N(C)C)cc1	85	101	0	101	113	101	104	-4
O=S1(=O)CCC(N2CCOCC2)C1 (stereo not drawn)	90	100	0	106	106	108	107	11
O=C(NCc1cccs1)c1ccc(Cl)s1	86	111	1	115	93	106	102	24

3 entries already listed, ordered by their value in MEP2 TOR yeast, low to high.
compound	MEP2 TOR yeast
O=S1(=O)CCC(N2CCOCC2)C1 (stereo not drawn)	106
Cc1ccc(O)c(C2=NOC(O)(C(F)(F)C(F)F)C2)c1 (stereo not drawn)	108
CC(C)c1ccc(N(CC(=O)NCc2ccco2)C(=O)CCC(=O)Nc2ccccn2)cc1	111

(next part)
SMILES	CR mimetic SO	LAP4-GFP MLPCN	GRK2 inh	MEP2 TOR yeast	CIT2 TOR yeast	RPL19A-GFP yeast	AGP1-GFP MLPCN	VLA-4 inh
COc1ccc(/C=N/Nc2nc(C)cc(=O)[nH]2)cc1OC	106	96	2	107	103	101	104	2
CS(=O)(=O)N1CCC(C(=O)Nc2ccccc2Sc2ccccc2)CC1	111	101	0	101	98	104	105	-1
CC1(C)C(=O)Nc2ccccc2N1C(=O)COC(=O)c1cccs1	97	94	2	103	111	101	102	-2
COC(=O)c1c(NC(=O)CSc2nccn2C)sc(C)c1C	97	103	0	97	103	96	97	6
COc1ccccc1CN(C)C(=O)CN1CCN(S(=O)(=O)c2ccc3c(c2)OCCCO3)CC1	108	96	0	98	93	94	100	18
COC(=O)c1ccc(C23CC4(C2)[C@H](CN(Cc2ccc(-c5ccccc5)cc2)[C@@H]4c2ccccc2)C3c2ccccc2)cc1 (stereo partly drawn)	100	116	0	112	83	100	90	7
COc1ccc(OC)c(N2C(=NC(=O)C3CCCCC3)SC3CS(=O)(=O)CC32)c1 (stereo not drawn)	98	94	1	98	94	96	101	6
Cc1ccc2nc(-c3sc4nc(C)cc(C)c4c3N)[nH]c2c1	107	108	6	99	86	94	94	-1
Cc1[nH]c(=O)nc2c1CCC2	88	95	6	105	104	108	101	5
CCc1cccc(NC(=O)CN(c2ccc(C)cc2)S(=O)(=O)c2c(C)noc2C)c1	118	112	21	100	105	97	100	16
N#CC1=C(N)OC2=C(C(=O)CCC2)C1c1cc2c(cc1Br)OCO2 (stereo not drawn)	94	86	1	105	107	105	111	5
CCc1cc(C(=O)N2CCCC(C(=O)c3cccc4ccccc34)C2)n(C)n1 (stereo not drawn)	92	101	2	105	102	96	88	1
COc1ccc(C2c3c(-c4ccccc4)n[nH]c3C(=O)N2c2ccc(C(=O)O)cc2)cc1 (stereo not drawn)	97	112	0	99	95	99	103	2
COCCN(C(=S)Nc1c(C)cccc1C)C(C)c1cccnc1 (stereo not drawn)	103	103	0	100	91	100	97	14
COc1cccc2c(C)cc(N3CCCCCC3)nc12	99	95	0	106	104	96	93	-6
Cc1cc2oc3ccc(NCCCN4CCOCC4)cc3c(=O)c2cc1C	105	105	0	88	67	90	75	-9
COc1ccc(C(=O)OCC(=O)Nc2sccc2C(N)=O)cc1OC	99	90	0	94	77	96	101	-7
CSc1ccc(C2Nc3cccc4cccc(c34)N2)cc1	106	129	0	98	84	93	84	-7
Cc1c(NS(=O)(=O)c2cc(C(=O)O)ccc2Cl)c(=O)n(-c2ccccc2)n1C	101	87	1	106	96	103	96	5
Cc1cccc(C(=O)N[C@H](C(=O)Nc2cccc(S(=O)(=O)N3CCCC3)c2)C(C)C)c1	103	101	0	100	105	98	108	-3
COc1ccccc1C(=O)NCC(=O)N/N=C(\C)Cc1ccccc1	87	89	0	93	98	95	102	18
O=C(OCC1OC(n2ncc(=O)[nH]c2=O)C(OC(=O)c2ccccc2)C1OC(=O)c1ccccc1)c1ccccc1 (stereo not drawn)	108	101	0	98	102	96	99	-4
Cc1c(NS(=O)(=O)N2CCCC2)c(=O)n(-c2ccccc2)n1C	93	106	0	102	95	95	103	-1
O=C(c1csc2c1CCCC2)N1CCCCC1	83	104	2	86	66	82	86	9
CN(C)c1cccc(NC(=O)C2(C)CC2(Cl)Cl)c1 (stereo not drawn)	98	94	0	107	99	97	101	2
CC(NC(=O)C1CCN(C(=O)Nc2ccccc2)CC1)c1ccccc1Cl (stereo not drawn)	67	98	0	95	91	96	96	6
O=C(Nc1ccc2c(c1)OCO2)N1CCCC1	111	92	1	100	100	101	93	4
COc1ccc(CCC(=O)N2CCCC(Nc3ccc(OC)cc3)C2)cc1 (stereo not drawn)	91	107	0	126	105	108	109	5
Cc1ccc(C(=O)N/C(=C/c2cccs2)C(=O)NCCCn2ccnc2)cc1	101	102	2	102	114	107	111	16
CC1CN(CCCCOc2ccc(C(C)C)cc2)CC(C)O1 (stereo not drawn)	81	106	0	104	114	100	100	-2
Cc1cc(C(=O)NCCCN2CCN(C3CCCCC3)CC2)n(-c2ccccc2)n1	113	92	0	93	95	108	104	-8
Cc1nn(CC(=O)N2CCOCC2)c(=O)c2nn(-c3ccccc3)c(C)c12	127	95	0	109	101	108	100	0
Cc1ccn2c(NC(=O)c3ccccc3)c(-c3cccs3)nc2c1	93	106	1	110	100	101	104	22
CCCCc1nnc(NC(=O)CSc2nc(O)c(Cc3ccccc3)c(=O)[nH]2)s1	108	95	7	109	108	99	102	10
CC(C)CCNC(=O)C(=O)NC1CCCC1	118	96	0	102	96	108	102	-5
CC(C)(CO)Nc1nc(Nc2ccccc2)nc(Nc2ccccc2)n1	86	92	0	92	104	92	98	15
COCC(=O)N1CCC(n2nccc2NC(=O)c2ccccc2OC)CC1	91	99	0	97	106	107	103	11
COC(=O)Cc1ccc(NC(=S)NCc2ccc(Cl)cc2)cc1	99	89	26	101	98	98	94	2
Cc1ccc(CNC(=O)CNC(=O)[C@@H]2Cc3ccccc3CN2)cc1	88	100	0	94	93	96	96	8
CCc1ccc(CNC(=O)c2ccc(OC3CCN(C(=O)COC)CC3)cc2)nc1	95	67	0	93	97	103	89	15
C/C(=N/Nc1ccc(C)cc1)C1(C)N(O)C(C)(C)C(c2ccco2)=[N+]1[O-] (stereo not drawn)	97	94	2	104	102	106	100	-1
COc1ccc([C@@H]2[C@@H]3C(=O)N(C(C)(C)C)C(=O)[C@@H]3[C@]3(Cc4ccccc4)C(=O)N(c4cccc(Br)c4)C(=O)N23)cc1	92	130	0	92	121	100	93	-12
CC1=C(C(=O)Nc2ccccc2C(=O)N2CCC(C)CC2)SCCO1	98	91	4	91	92	92	95	19
CCCn1c(SCCN2C(=O)c3ccccc3C2=O)n[nH]c1=O	92	87	4	95	95	98	95	-3
CN(CC(=O)NCC(=O)Nc1ccc(F)cc1)C1CCS(=O)(=O)C1 (stereo not drawn)	77	85	3	92	88	89	90	1
COc1ccc(C(CNc2ccc(S(=O)(=O)N3CCCC3)cc2[N+](=O)[O-])N2CCCC2)cc1 (stereo not drawn)	97	98	0	104	106	101	103	1
Cc1nnc(NC(=O)c2cc(S(=O)(=O)N3CCCCC3)ccc2Cl)s1	101	102	0	111	98	100	100	4
O=C(Nc1nc2c(Cl)cccc2s1)c1ccc([N+](=O)[O-])o1	100	86	2	107	86	104	90	21

The closing 2 compounds of the section before open the next one.
SMILES	CR mimetic SO	LAP4-GFP MLPCN	GRK2 inh	MEP2 TOR yeast	CIT2 TOR yeast	RPL19A-GFP yeast	AGP1-GFP MLPCN	VLA-4 inh
Cc1nnc(NC(=O)c2cc(S(=O)(=O)N3CCCCC3)ccc2Cl)s1	101	102	0	111	98	100	100	4
O=C(Nc1nc2c(Cl)cccc2s1)c1ccc([N+](=O)[O-])o1	100	86	2	107	86	104	90	21
CCOC(=O)N1CCN(S(=O)(=O)N2CCCC(C(=O)NCCCN3CCCCC3CC)C2)CC1 (stereo not drawn)	97	100	0	101	96	97	102	2
O=C(CN1CCCC1)OCCCC1CCCCC1	90	107	0	97	96	95	102	-9
CC(OC(=O)C1CC1)C(=O)Nc1cc(C(F)(F)F)ccc1Cl (stereo not drawn)	102	103	0	95	93	96	96	-8
Cn1c(/C=C/N(Cc2ccccc2)c2ccccc2)c([N+](=O)[O-])c(=O)n(C)c1=O	101	83	1	106	111	103	99	1
O=C(CSc1nnc(CNc2ccc(F)cc2)n1Cc1ccco1)N1CCOCC1	94	98	0	93	87	96	98	-5
O=C(CSCc1ccc(F)cc1)N1CCOCC1	117	115	0	106	95	102	106	4
CCNC(=O)C1CC(=O)OC12CCCCC2 (stereo not drawn)	97	103	0	96	89	95	97	9
Cc1ccc(SC[C@H](Cc2ccccc2)N2CCN(CC(C)C)CCC2=O)cc1	97	93	0	nt	96	94	93	20
CCOc1ccc2nc(COC(=O)c3cccc([N+](=O)[O-])c3)c(C(C)=O)[n+]([O-])c2c1	97	108	2	103	92	100	102	-11
O=C(CCc1nc(-c2ccccc2Cl)no1)NC1CCCC1	98	108	0	104	101	98	101	-13
Cc1cc(C)c(N=Cc2c(O)n(-c3nccs3)c(=O)c3ccccc23)c(C)c1	88	88	7	96	86	98	89	8
